# TAG inh = triacylglycerol accumulation inhibition. actives 0.66% (n = 230,000). H9c2 cells, Nile Red lipid (TAG) fluorescence; cells loaded with 200 µM oleic acid. inhibition, % at 12.5 µM;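 active means pattern-corrected inhibition of lipid staining of at least 50% with the nuclear-stain viability signal not falling by more than 50%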;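 further: 0% = DMSO wells and 100% = triacsin C control wells; some results filed as inactive read as strong as hits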
# TAG inh DAPI viability = recorded beside TAG inh, whose call it bears; DAPI nuclei signal change (viability), lower = more cytotoxic, %;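 whole-well DAPI fluorescence read on a plate reader as a viability signal; minus 50 percent equals half of cells still viable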
# Active calls of the source: *.
smiles,TAG inh,TAG inh DAPI viability
O=c1[nH]nc(-c2ccccc2)cc1-c1ccccc1,16.0,-3.1
O=C(N/N=C\c1ccccn1)C1COc2cc3ccccc3cc2O1 (centres undefined),-0.9,0.1
Cc1nc2cc(C(F)(F)F)ccc2n1C1CCN(CC(=O)N2CCOCC2)CC1,-14.3,-10.6
Brc1ccc(-c2nnc3ccc(N4CCN(c5ccccc5)CC4)nn23)cc1,33.9,-11.8
COC(=O)C1=C(C(=O)OC)[C@@H]2N(C)c3ccccc3[C@@]23C[C@@H](C(=O)OC)N(C(=O)c2ccco2)C3=N1,-8.3,3.5
Cc1nc2cc(NS(=O)(=O)c3ccccc3)ccc2n1C,2.2,-1.8
Cc1ccc2nc(Cl)c(/C=N/n3c(C)nnc3C)cc2c1,-0.1,1.3
CCCc1[nH]nc2c1C(c1ccc(OC)c(Cn3nnc4ccccc43)c1)C(C#N)=C(N)O2 (centres undefined),-6.0,-4.4
O=C(/C=C/c1cccs1)NC(=S)NNC(=O)c1ccccc1O,-8.6,-2.8
CCCN(Cc1nc(-c2ccc(Cl)cc2)no1)CC1CCCO1 (centres undefined),-7.0,-1.5
CCN(/N=C/c1ccc(N(C)C)cc1)c1nc2ccccc2[nH]1,-2.7,9.6
COc1cc(C)ccc1Oc1ccc([N+](=O)[O-])cc1,4.5,4.4
CN(Cc1cccc(Cl)c1)C(=O)C1CSC2(C)CCC(=O)N12 (centres undefined),-5.9,0.0
COc1ccc(N2CCN(C(=O)COC(=O)CCc3ccccc3OC)CC2)cc1,1.0,0.9
COc1ccc(N2CCN(C(=O)CN3C(=O)NC(c4ccc(OC)cc4)(c4ccc(OC)cc4)C3=O)CC2)cc1,22.2,-3.4
Cc1cc(NC(=O)c2ccc3c(c2)C(=O)N(CC(C)C)C3=O)no1,1.1,1.4
COCCCn1c(C(=O)NCCN2CCOCC2)cc2c(=O)n3cccc(C)c3nc21,17.9,24.8
CC(C)(C)OC(=O)NCCc1onc(-c2ccccc2F)c1C(=O)O,-4.4,-1.2
CCOC(=O)c1ccc(N=CC2=C(O)CC(C)(C)CC2=O)cc1,-8.9,2.8
COc1ccc(-n2c(=S)[nH]c3cc(C(=O)NCCCN4CCCC4=O)ccc3c2=O)cc1,6.8,-3.3
COc1ccc(C(=O)N2CCN(c3ccc(C)cc3)CC2)cc1OC,-3.9,-7.6
Cc1ccc(CCNC(=O)CC2Oc3ccc(C)cc3NC2=O)cc1 (centres undefined),-1.8,0.7
Cc1c(-c2ccc(OCCN3CCCCC3)cc2)c(=O)oc2ccc3ccccc3c12,-4.0,6.7
Cc1nn(-c2ccccc2)c2c1/C(=N/O)CC(C)(C)C2,5.9,-5.1
O=C(Cn1nc(C(F)(F)F)c2c1CCCC2)NCc1ccco1,0.1,-0.2
Cc1cccc(NC(=O)c2sc3nc(N)c(C#N)cc3c2N)c1,3.0,-2.9
COc1cccc(-c2noc(CCC(=O)N3CCN(c4cc(C)ccc4C)CC3)n2)c1,-4.1,-1.4
O=C(O)/C=C/C(=O)Nc1ccc(S(=O)(=O)Nc2nccs2)cc1,-4.1,6.4
CC(Sc1nc(C2CC2)n(-c2ccccc2)n1)C(=O)c1c(N)n(C)c(=O)n(C)c1=O (centres undefined),7.5,0.1
Fc1ccccc1CN1CCCN(C(=S)Nc2cccc(Cl)c2)C1,11.5,3.3
CCOc1ccc(Cl)cc1S(=O)(=O)NCc1cccnc1,10.5,-8.1
Cn1nc(C(=O)NNc2c(F)c(F)cc(F)c2F)c2ccccc2c1=O,-38.4,3.5
CCN(CC)CCC(O)(c1ccccc1)C1CCCCC1 (centres undefined),12.3,-6.8
COc1ccccc1NC(=O)CN(c1ccccc1C)S(C)(=O)=O,1.7,-11.0
Cc1cc(F)ccc1C(O)c1ncc(-c2cccc3ccccc23)[nH]1 (centres undefined),-14.2,12.2
Cc1ccc2c(c1)C(=O)c1c(C(=O)O)cccc1-2,15.8,-0.3
Cn1c(SCC(=O)NC2CCCCC2)nnc1C(F)(F)F,1.9,6.2
COc1ccc(OCCOC(=O)Nc2ccccc2)cc1,-16.0,-9.3
COc1ccccc1-c1coc2c(CN3CCOCC3)c(O)ccc2c1=O,-4.3,13.4
O=C(Cn1nc(-c2ccccc2)c2ccccc2c1=O)Nc1cccc(O)c1,-11.6,4.3
Cc1cccc(N(C(=O)Nc2ccccc2)C2=NCC(C)S2)c1 (centres undefined),-1.2,-1.2
COc1ccccc1-c1ccc([C@@H]2C[C@H]3[C@@H](CN2)CON3C)cc1,7.2,0.0
CN=c1scc(-c2cc(OC)ccc2OC)n1/N=C/c1c(C)[nH]c2ccccc12,-5.8,5.0
Cc1cccc(S(=O)(=O)Nc2cc(Cl)ccc2N2CCOCC2)c1,4.6,-6.8
CN(CC(=O)Nc1ccc(F)cc1)C(=O)C1CCN(S(=O)(=O)c2ccc3c(c2)OCCO3)CC1,-16.1,-0.7
O=C(O)c1ccccc1C(=O)Nc1ccccc1NC(=O)c1ccccc1C(=O)O,6.4,5.0
O=C(NCc1cccs1)c1ccc2sc([C@H]3C[C@H](O)[C@@H](CO)O3)nc2c1,5.0,-8.0
CC1CCN(C(=O)CCS(=O)(=O)c2cc3c(cc2Cl)NC(=O)CO3)CC1,-8.6,-3.1
CN(/N=C/c1cc(Cl)cc(Cl)c1O)c1c(Cl)cccc1[N+](=O)[O-],-1.7,3.3
COc1ccc(NS(=O)(=O)c2cccc(C(=O)NNC(=O)c3cc(S(N)(=O)=O)ccc3OC)c2)cc1,-1.6,-0.1
Nc1c(C(=O)C2CC2)sc2nc(-c3cccs3)cc(C(F)(F)F)c12,-143.4,3.8
Cc1ccc(C(=O)/C=C/NCc2ccc(F)cc2)cc1,-8.6,-0.6
O=C(COc1ccccc1)N1CCN=C1c1ccccc1,9.7,16.3
CCOC(=O)N/N=C\C=C\c1ccc2c(c1)OCO2,23.7,-15.2
CCOC(=O)c1c(NC(=O)/C=C/C(=O)O)sc(C)c1-c1ccc(Cl)cc1,7.1,4.5
Cc1ccccc1-c1nnc(SCC(=O)NC2CCS(=O)(=O)C2)n1C (centres undefined),-32.4,3.9
O=C(Nc1ccccc1N1CCOCC1)c1ccc([N+](=O)[O-])o1,38.4,-32.6
CCNC(=S)N/N=C/c1sc(N2CCCCC2)nc1-c1cccs1,7.7,32.2
COc1ccc(-n2c(Cc3cc(=O)[nH]c(=O)[nH]3)nnc2SCC(=O)N2CCCC2)cc1,9.6,-4.2
CC(C)(C)OC(=O)NCCc1nnc(SCc2ccc(Cl)cc2Cl)o1,-9.4,16.7

# (list continues)
smiles,TAG inh,TAG inh DAPI viability
COC(=O)Cc1c(C)nc2nc(-c3ccc(Cl)cc3)[nH]n2c1=O,-2.6,-5.6
CN1CCCCc2c1[nH]c1ccccc1c2=O,14.3,-1.3
CSCC(O)Cn1[nH]c(=O)c2cc(Cl)c(Cl)cc2c1=O (centres undefined),-3.0,-6.0
COc1ccc(NS(=O)(=O)c2cc(NC(=O)c3ccc(Cl)cc3)ccc2N2CCOCC2)cc1,30.5,-12.7
O=C(COC(=O)c1cccnc1Nc1ccccc1F)NC1CC1,-3.5,11.8
COCCCn1c(SCC(=O)Nc2ccc3c(c2)OCCO3)nnc1-c1ccoc1C,29.1,8.6
O=C(COC(=O)/C=C/c1cccs1)NC(=O)Cc1ccccc1,-11.4,3.8
CCN(C[C@H]1N[C@@](Cc2ccccc2)(C(=O)OC)[C@H]2C(=O)N(C)C(=O)[C@@H]12)C(=O)Nc1ccccc1,-7.5,6.4
Cc1cc2cc(CNC(=O)c3ccc(S(=O)(=O)N4CCCCC4)cc3)ccc2n1C,16.4,-1.1
Cc1cccc(NC(=O)CCSc2ccccc2)c1C,-2.4,-7.4
N#C/C(=C\c1cc([N+](=O)[O-])c(N2CCOCC2)cc1N1CCOCC1)c1nc2ccccc2[nH]1,-12.1,2.1
Cn1cc(C(=O)c2ccc(Cl)cc2Cl)cc1C(=O)N/N=C(\N)COc1ccc(F)cc1,-41.2,-10.9
CC(C)(C)c1ccc(C(=O)OCC(=O)N2CCC(c3ccccc3)=N2)cc1,-20.3,6.2
NNC(=O)C1CC1(c1ccccc1)c1ccccc1 (centres undefined),-15.9,2.1
Cc1cccc(C)c1NC(=O)c1cccnc1,13.0,-6.6
O=C(CC(c1ccccc1)c1cc(Br)ccc1O)N1CCCC1 (centres undefined),-33.4,2.2
COCc1ccc(C(=O)N2CCCC(Nc3ccc(C(C)C)cc3)C2)s1 (centres undefined),-12.4,-0.2
O=C(COC(=O)c1ccc(F)cc1F)Nc1ncccn1,-3.4,0.5
Cc1cccc(-c2cnc3cccnn23)c1,-1.9,31.7
Cc1ccc(NC(=S)N/N=C/c2c(C)[nH]c3ccccc23)cc1,24.1,15.0
CCOC(=O)c1cc(N2CCCCC2)nc2ccccc12,-7.3,9.6
CCC1(C)Cc2ccccc2-c2nc(NCCCO)n(-c3ccccc3)c(=O)c21 (centres undefined),-2.2,34.9
CC(C)(C)OC(=O)N[C@@H](Cc1ccccc1)C(=O)NCC1CCC(C(=O)O)CC1 (some centres undefined),3.8,1.2
COc1ccc(NC(=O)NCCCN2CCCCC2C)cc1 (centres undefined),-0.4,-3.1
CC(C)C1OC(c2cccc(NC(=O)c3cccs3)c2)OCC1(C)C (centres undefined),-0.3,-5.4
COc1cccc(C2C(C#N)=C(N)Oc3cc(C)oc(=O)c32)c1OC (centres undefined),7.0,2.5
COc1ccc(OC)c(NC(=O)CSc2nc(O)cc(=O)n2CC(C)C)c1,-12.0,6.6
COc1ccc(C(=O)N[C@H](C(=O)NC2CCCCC2)C(C)C)cc1,-19.0,-10.4
c1ccc(C2=NNC(c3ccco3)=Nc3ccccc32)cc1,-2.8,14.0
Cc1cc(OCC(=O)Nc2cccc(S(=O)(=O)N3CCCC3)c2)ccc1Cl,-21.2,-2.1

# In the list so far, 4 contain a CF3 group.
smiles,TAG inh,TAG inh DAPI viability
Cc1nc2cc(C(F)(F)F)ccc2n1C1CCN(CC(=O)N2CCOCC2)CC1,-14.3,-10.6
O=C(Cn1nc(C(F)(F)F)c2c1CCCC2)NCc1ccco1,0.1,-0.2
Cn1c(SCC(=O)NC2CCCCC2)nnc1C(F)(F)F,1.9,6.2
Nc1c(C(=O)C2CC2)sc2nc(-c3cccs3)cc(C(F)(F)F)c12,-143.4,3.8

# Part of the list above, as labelled records.
> Cc1cccc(S(=O)(=O)Nc2cc(Cl)ccc2N2CCOCC2)c1
  TAG inh = 4.6; TAG inh DAPI viability = -6.8

> Cc1cccc(NC(=O)CCSc2ccccc2)c1C
  TAG inh = -2.4; TAG inh DAPI viability = -7.4

> Fc1ccccc1CN1CCCN(C(=S)Nc2cccc(Cl)c2)C1
  TAG inh = 11.5; TAG inh DAPI viability = 3.3

> CN(/N=C/c1cc(Cl)cc(Cl)c1O)c1c(Cl)cccc1[N+](=O)[O-]
  TAG inh = -1.7; TAG inh DAPI viability = 3.3

# Further entries
smiles,TAG inh,TAG inh DAPI viability
O=C(Nc1ccc(N2CCOCC2)c(Cl)c1)c1cccc(-n2cnnc2)c1,0.9,15.8
CCC(=O)NC(c1cc(Cl)c2cccnc2c1O)C1CC1 (centres undefined),52.2*,-41.9*
CCOC(=O)c1[nH]c2ccc(Br)cc2c1NC(=O)CCN1CCC(C(=O)OCC)CC1,-7.8,-1.2
Cc1ccc(NC(=O)NCC2CCN(Cc3cccc(Cl)c3)CC2)cc1Cl,10.2,0.1
CCOC(=O)c1sc(NC(=O)CSc2nc3c(c(-c4ccc(OC)cc4)c2C#N)CCCC3)c(C#N)c1C,-1.1,9.4
CCN(CC)C(=S)Oc1ccc(Cl)cc1Cl,-14.7,-0.3
Cc1nc(SCC(=O)NCc2ccco2)c2c(C)c(C)sc2n1,6.7,10.0
O=S(=O)(O/N=C1\CCCc2ccccc21)c1ccccc1,1.2,-1.2
Cc1nc2ccccc2n1C(=O)c1cc(-c2ccc(Br)cc2)nc2ccccc12,4.4,-8.4
COc1ccc(C(=O)c2c(-c3ccc(OC)cc3)oc3ccc(-c4cc(OC)c(OC)c(OC)c4)cc23)cc1,6.9,10.4
Cc1ccc(/C=[N+](/[O-])C2SC(=S)N(C)C2(C)C)cc1 (centres undefined),-0.3,-1.4
COc1ccc(OCc2cc(C(=O)NC(C)Cn3cncn3)no2)c(Cl)c1 (centres undefined),12.5,-3.4
COc1ccccc1C1c2[nH]c3ccccc3c2CCN1Cc1cnc(C)s1 (centres undefined),6.4,20.9
COc1ccc(CC(NC(C)=O)C(=O)NC2CCN(C(=O)Nc3ccc(Cl)cc3)CC2)cc1OC (centres undefined),15.3,-0.8
COc1ccccc1N1C(=O)CC(Sc2nccc(C)n2)C1=O (centres undefined),1.7,10.4
CC(C)Sc1nc2ccccc2n1CC(N)=O,7.3,1.6
Cc1ccc(N(CC(=O)NCc2ccc(F)cc2)C(=O)c2csnn2)c(C)c1,6.4,-1.3
Cc1cc(C)c(C(=O)C[n+]2cccc(C(N)=O)c2)c(C)c1,10.8,-14.8
CS(=O)(=O)c1ccc(C(=O)NC2CCCc3ccccc32)cc1 (centres undefined),10.0,0.5
CC(C)(C)C(=O)Nc1ccccc1C(=O)Nc1cccnc1,1.0,2.2
O=C(C1=C[C@@H](c2ccc(Br)cc2)C[C@@H](OCc2ccc(CO)cc2)O1)N1CCN(Cc2ccccc2)CC1,-0.4,7.2
COc1ccc(-c2oc(=O)c3cc(OC)c(OC)cc3c2-c2ccc3c(c2)OCO3)cc1,10.7,-2.7

# These rows are one share of the data (hit frequency here may not be typical).
